Pol eta inh = DNA polymerase eta (human) inhibition. hit rate 1.2% among 390,000. AID 588591. Potency, µM (highest dose often 114 µM), for inactives: at the top dose activity change, negative = inhibition, hits mostly inhibitors. Q9Y253. recombinant Pol eta, fluorescent DNA replication assay; further: on the % scale 0 is the no-effect control and ±100 the full control effect
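Pol eta (10 nM) was preincubated with compounds for 15 min at room temperature, after which fluorescent replication substrate (50 nM final) was added to start the reaction. Fluorescence was read kinetically at 0 and 10 min.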
APE1 inh = blocks human APE1 abasic DNA cleavage | Potency, µM (top dose mostly 65.8 µM), inactives show top-dose activity change, negative = inhibition, hits mostly inhibitors | hit rate 0.35% among 350,000 | recombinant APE1, TAMRA/BHQ-2 abasic DNA cleavage fluorescence | P27695;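 further: plate controls were vehicle for no effect and reference inhibitor for full effect; nearly all actives have a fitted effect of over 55% in size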
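Enzyme (0.75 nM final) and test compound are incubated 15 min at room temperature before adding 50 nM quenched THF abasic-site duplex. Cleavage dequenches TAMRA, followed at 525/598 nm over three reads one minute apart.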
POLK inh = inhibitors of human DNA polymerase kappa; purified Pol kappa, fluorescent DNA synthesis assay, 10 min; Q9UBT6; Potency, µM (doses to about 107 µM), inactives show at the top dose activity, negative = inhibition, most hits filed as inhibitors; hit rate 0.53% among 400,000; further: on the % scale 0 is the no-effect control and ±100 the full control effect
Target sequence (Q9UBT6 whole entry, looked up): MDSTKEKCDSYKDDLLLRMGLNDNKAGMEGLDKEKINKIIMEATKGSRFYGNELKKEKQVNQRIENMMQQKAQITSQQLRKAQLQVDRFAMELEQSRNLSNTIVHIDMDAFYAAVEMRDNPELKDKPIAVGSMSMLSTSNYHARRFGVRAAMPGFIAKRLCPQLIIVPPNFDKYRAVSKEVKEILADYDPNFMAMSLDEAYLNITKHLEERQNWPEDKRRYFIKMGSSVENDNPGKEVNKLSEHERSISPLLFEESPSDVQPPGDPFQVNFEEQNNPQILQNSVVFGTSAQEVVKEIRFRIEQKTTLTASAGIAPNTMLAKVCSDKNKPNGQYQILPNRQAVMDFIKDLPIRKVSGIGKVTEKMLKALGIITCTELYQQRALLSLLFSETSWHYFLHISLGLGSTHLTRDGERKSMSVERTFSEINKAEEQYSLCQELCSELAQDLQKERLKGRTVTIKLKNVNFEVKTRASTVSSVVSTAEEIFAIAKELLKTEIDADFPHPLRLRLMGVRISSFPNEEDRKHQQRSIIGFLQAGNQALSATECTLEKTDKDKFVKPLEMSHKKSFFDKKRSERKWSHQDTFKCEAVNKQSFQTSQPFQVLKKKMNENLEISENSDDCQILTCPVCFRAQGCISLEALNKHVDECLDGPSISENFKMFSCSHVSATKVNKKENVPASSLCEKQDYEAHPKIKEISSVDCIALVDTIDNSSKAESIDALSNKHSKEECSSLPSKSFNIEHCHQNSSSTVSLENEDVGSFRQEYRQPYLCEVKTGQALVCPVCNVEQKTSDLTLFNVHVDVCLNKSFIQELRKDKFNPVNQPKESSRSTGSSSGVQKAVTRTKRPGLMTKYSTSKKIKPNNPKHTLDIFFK
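Fluorescent qHTS in 1536-well format: enzyme (10 nM) and compound sat 15 min at room temperature before 50 nM substrate (final) was added. Signal taken at 0 and 10 min; no-enzyme buffer wells were negative controls.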
BAZ2B inh = inhibitors of human BAZ2B bromodomain; hit rate 4.4% among 360,000; Q9UIF8; Potency, µM (titrated, usually from 114 µM), inactives show at the top dose activity change, negative = inhibition, usual class: inhibitors; AlphaScreen BAZ2B-H3K14Ac peptide displacement; further: on the % scale 0 is the no-effect control and ±100 the full control effect; nearly all actives have a fitted effect of over 60% in size
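BAZ2B 50 nM plus b-H3(5-23)K14Ac 50 nM, PBS pH 7.4/0.01% Tween-20, 30 min RT; compound added (max 110 uM), 30 min RT; streptavidin donor/Ni-chelate acceptor beads 10 ug/mL final, 20 min dark; AlphaScreen read.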
POLB inh = blocks human DNA polymerase beta activity. AID 485314. hit rate 1.3% among 340,000. Pol beta primer extension/strand displacement, fluorescence kinetic. Potency, µM (titrated, usually from 114 µM), without a hit: at the top dose activity change, negative = inhibition, usual class: inhibitors; further: on the % scale 0 is the no-effect control and ±100 the full control effect
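10 nM enzyme + cpd, 15 min RT; start with substrate 50 nM final; read 0 min and after 10 min RT. Corrected, normalized data; 4-parameter Hill curve fit.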
G9a inh = blocks human histone lysine methyltransferase G9a; Q96KQ7; G9a H3K9 monomethylation, AlphaScreen, 2 h; Potency, µM (series often up to 102 µM), without a hit: top-dose activity, negative = inhibition, hits mostly inhibitors; hit rate 8.8% among 350,000; further: on the % scale 0 is the no-effect control and ±100 the full control effect; nearly all actives have a fitted effect of over 75% in size
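Using a bead-based AlphaScreen, monomethylated H3K9 product from 2 h room-temperature reactions (G9a 20 nM, peptide 500 nM, SAM 20 uM) was detected with 0.5 ug/mL rabbit anti-H3K9me1 antibody.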
BLM helicase inh = inhibitors of human Bloom syndrome helicase BLM; Potency, µM (top dose mostly 56.1 µM), without a hit: at the top dose activity change, negative = inhibition, usual class: inhibitors; hit rate 0.2% among 350,000; AID 2528; recombinant BLM DNA unwinding, fluorescence dequenching;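 further: plate controls were vehicle for no effect and no enzyme for full effect; nearly all actives have a fitted effect of over 35% in size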
JMJD2A Tudor = inhibitors of human JMJD2A Tudor domain | Potency, µM (titrated, usually from 114 µM), inactives show top-dose activity change, negative = inhibition, hits mostly inhibitors | AlphaScreen JMJD2A-Tudor / H3K4me3 peptide binding | hit rate 4.4% among 390,000 | O75164; further: on the % scale 0 is the no-effect control and ±100 the full control effect; nearly all actives have a fitted effect of over 50% in size
Pol iota inh = inhibitors of human DNA polymerase iota; Q9UNA4; hit rate 1% among 390,000; Pol iota fluorescent replication assay, 10 min; Potency, µM (titrated, usually from 115 µM), inactives show top-dose activity, negative = inhibition, usual class: inhibitors
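Fluorescent replication assay read twice, at 0 min and 10 min after adding 50 nM (final) substrate. Enzyme (10 nM) and compounds were first incubated 15 min at room temperature; enzyme-free buffer wells were negative controls.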
An asterisk follows results filed as active; ? = inconclusive; . = no result given; [ ] = dose if it differs, or a comment. The call rests on the fitted dose curve; in most records, active means well fitted curve in the direction sought with a large enough effect; inconclusive means small, poorly fitted or top-dose-only effect, or another doubt; inactive means no such curve, though single readings can be large; an effect the other way counts as inactive or inconclusive. Potency means the concentration at half of the fitted maximal effect. Only part of the results is shown (hit frequency here may not be typical).

Field names – A = Pol eta inh; B = APE1 inh; C = POLK inh; D = BAZ2B inh; E = POLB inh; F = G9a inh; G = BLM helicase inh; H = JMJD2A Tudor; I = Pol iota inh
Molecule: COc1ccc(NC(=O)CSc2nnnn2C2CC3C=CC2C3)cc1 (stereo not given)
  A = -23.5%; B = 18.8%; C = 4.5%; D = -17.6%; E = 24.7%; F = ?; G = -4.1%; H = -11.7%; I = 39.4%[activator]
Molecule: CC(C)(C)C(=O)COC(=O)CNC(=O)c1ccc(Oc2ccccc2)cc1
  A = -0.2%; B = -0.7%; C = -8.0%; D = -16.6%; E = 3.6%; F = -17.1%; G = -1.9%; H = -13.0%; I = -8.5%
Molecule: Cc1c(Cc2ccccc2)c(=O)oc2c(C)c(OCC(=O)NCC3CCC(C(=O)O)CC3)ccc12 (stereo not given)
  A = ?; B = ?; C = 13.5%; D = ?; E = -16.9%; F = -8.0%[12.7 µM]; G = -11.4%; H = ?; I = 10.9%
Molecule: CC(=O)Nc1cccc(NC(=O)c2ccccc2OCc2c(C)noc2C)c1
  A = -16.1%; B = 19.5%; C = 0.2%; D = 8.1%; E = .; F = 1.5%; G = .; H = -1.4%; I = 21.8%
Molecule: COc1cc(C(=O)N2CCN(S(=O)(=O)c3cc(C)ccc3C)CC2)ccc1OCC(=O)N1CCOCC1
  A = -4.2%; B = .; C = -16.3%; D = .; E = .; F = .; G = .; H = -3.9%; I = 12.0%
Molecule: CSC(=NNC(=O)c1ccccc1O)SC
  A = 1.9%; B = 4.7%; C = -7.5%; D = ?; E = 24.2%; F = -13.3%; G = -0.8%; H = -12.8%; I = -3.3%
Molecule: CC(Cc1ccccc1)NC(=O)CCCN1C(=O)c2ccccc2C1=O (stereo not given)
  A = -11.6%; B = 2.2%; C = -4.4%; D = -3.1%; E = 7.6%; F = 2.9%; G = -0.3%; H = 8.0%; I = -22.0%
Molecule: CCc1ccccc1NC(=S)N(CCN1CCOCC1)C1CCN(C(C)=O)CC1
  A = -0.9%; B = ?; C = 0.6%; D = -24.9%; E = -21.4%; F = -1.9%; G = -8.1%; H = -11.2%; I = -16.7%
Molecule: Cc1ccc(-c2nnc(Nc3cccc(C(F)(F)F)c3)c3ccccc23)cc1S(=O)(=O)N1CCOCC1
  A = -9.4%; B = .; C = -5.8%[60.1 µM]; D = -13.2%; E = 6.9%; F = 1.5%[59 µM]; G = -8.8%; H = -10.1%; I = -4.0%
Molecule: CSc1cccc(NC(=O)CN(C)S(=O)(=O)c2ccccc2)c1
  A = -10.1%; B = -2.5%; C = -4.7%; D = 2.7%; E = 2.5%; F = -4.5%[12.7 µM]; G = -2.5%; H = -16.9%; I = ?
Molecule: COc1cc(/C=C/C(=O)OCC(=O)c2ccc3c(c2)NC(=O)CO3)ccc1OC(F)F
  A = -1.1%; B = -7.0%; C = 0.0%; D = 32.7%[activator]; E = .; F = ?; G = .; H = ?; I = 19.6%
Molecule: CC1=C(C)CC(C(=O)NCc2ccccc2F)C(C(=O)O)C1 (stereo not given)
  A = .; B = 16.8%; C = .; D = 4.6%; E = -1.2%; F = 6.6%; G = -4.8%; H = .; I = .
Molecule: CCN(CC(=O)NCc1cccs1)C(=O)c1cccc(S(=O)(=O)Nc2cccc(C)c2)c1
  A = -9.6%; B = 29.4%; C = -13.2%; D = 10.1%; E = .; F = 19.5%[12.7 µM]; G = .; H = -13.0%; I = -2.1%
Molecule: Cc1ccc(Cn2c(=O)n(Cc3nc(-c4ccccc4)no3)c(=O)c3cc4c(cc32)OCO4)cc1
  A = 0.7%; B = .; C = -8.1%; D = -5.6%; E = 41.2%; F = -6.7%[59 µM]; G = -5.4%; H = -7.6%; I = -10.1%
Molecule: CCC(=O)N1CCc2cc(Br)cc(S(=O)(=O)CCC(=O)NCc3cccc(OC)c3)c21
  A = -6.8%; B = .; C = -3.0%; D = -9.9%; E = -6.2%; F = 0.1%[59 µM]; G = 1.0%; H = -20.8%; I = -11.0%
Molecule: COc1ccccc1C(=O)NCCCNc1ccc([N+](=O)[O-])cc1
  A = -21.0%; B = ?; C = -9.9%; D = -30.6%; E = -7.0%; F = 10.2%; G = -0.3%; H = -8.9%; I = 28.8%
Molecule: COc1ccccc1N(CC(=O)NCCSC(C)(C)C)S(C)(=O)=O
  A = -7.4%; B = 2.0%; C = -3.6%; D = 2.4%; E = -22.2%; F = -2.9%; G = 1.0%; H = -2.3%; I = 23.0%
Molecule: CCOC(=O)c1sc(=NC(=O)c2ccc(Cl)s2)n(C)c1C
  A = ?; B = -0.4%; C = -2.5%; D = 0.0%; E = 2.1%; F = 1.1%[12.7 µM]; G = -1.3%; H = -4.4%; I = 140.0%[activator]
Molecule: COc1ccc(NC(=O)CSc2nnc(NC(=O)C3CC3)s2)cc1OC
  A = -7.4%; B = -0.4%; C = -12.7%; D = -4.8%; E = 13.1%; F = 33.2%; G = -0.6%; H = -1.5%; I = -17.6%
Molecule: O=C(CSc1cn[nH]n1)Nc1ccc(Cl)cc1Cl
  A = -12.6%; B = 32.8%; C = -16.4%; D = 3.6%; E = ?; F = -7.0%; G = -4.2%; H = -18.2%; I = 17.3%
Molecule: O=C(NCc1ccco1)/C(=C/C=C\c1ccccc1)NC(=O)c1ccc(Br)o1
  A = -4.5%; B = -1.0%; C = -8.7%; D = ?; E = -6.4%; F = -11.9%[59 µM]; G = -11.8%; H = -35.7%; I = 12.8%
Molecule: CCN(CC(=O)Nc1ccc(OC)cc1)CC(=O)Nc1cccc(C#N)c1
  A = -9.4%; B = 29.3%; C = 8.7%; D = -22.0%; E = 2.6%; F = -1.6%; G = 2.5%; H = 9.4%; I = -9.7%
Molecule: COc1ccc(NC(=O)C2CC(=O)OC2(C)C)cc1 (stereo not given)
  A = -3.3%; B = 0.0%; C = -3.5%; D = -5.1%; E = -14.4%; F = 7.9%[59 µM]; G = 1.3%; H = -16.9%; I = 21.2%
Molecule: CCOC(=O)N1CCN(S(=O)(=O)c2ccc3c4c(cccc24)C(=O)N3)CC1
  A = -18.5%; B = 1.1%; C = 0.4%; D = -0.1%; E = 2.3%; F = -22.2%; G = -1.9%; H = 15.0%; I = 122.8%[activator]
Molecule: O=C(Sc1n[nH]c(=O)[nH]c1=O)c1ccccc1
  A = -12.3%; B = .; C = -0.3%; D = .; E = .; F = .; G = .; H = 7.08µM*; I = ?
Molecule: O=C(CN1C(=O)C2C3C=CC(C3)C2C1=O)NCc1ccccc1 (stereo not given)
  A = -20.7%; B = -5.1%; C = -4.6%; D = -3.0%; E = -3.2%; F = 8.7%[59 µM]; G = -0.5%; H = -8.8%; I = 33.5%[activator]
Molecule: CN(Cc1n[nH]c(=S)n1C)S(=O)(=O)c1ccccc1
  A = -7.0%; B = 1.4%; C = -1.5%[60.1 µM]; D = 1.6%; E = 19.6%; F = .; G = 1.3%; H = 5.62µM*; I = -23.2%
Molecule: Cc1oc(-c2ccccc2F)nc1CS(=O)CC(=O)NCc1ccc(Cl)cc1 (stereo not given)
  A = -17.8%; B = -7.0%; C = 0.0%; D = -7.0%; E = -2.9%; F = -8.0%; G = -1.5%; H = -35.1%; I = 32.0%[activator]
Molecule: COc1cccc(/C=N/NC(=S)Nc2cccc(C(=O)O)c2)c1
  A = -1.0%; B = -2.4%; C = -7.4%; D = -18.0%; E = ?; F = -26.5%; G = 2.2%; H = -24.7%; I = -18.8%
Molecule: CC(=O)NCCc1ccc(S(=O)(=O)N(C)C2CCS(=O)(=O)C2)cc1 (stereo not given)
  A = -12.5%; B = -4.5%; C = -0.5%; D = -4.3%; E = 21.0%; F = -20.7%[59 µM]; G = -0.7%; H = -8.9%; I = 4.1%[58.9 µM]
Molecule: COc1ccc2[nH]c3c(c2c1)CCN1C(=O)C(CC(=O)NCC24CC5CC(CC(C5)C2)C4)C[C@H](C(=O)N2CCOCC2)[C@@]31CCC1CCCC1 (stereo not given in full)
  A = -22.5%; B = -5.2%; C = 3.0%; D = .; E = .; F = .; G = .; H = 39.8µM*; I = 30.0%[activator]
Molecule: COC(=O)c1cc(C(=O)N2CCOCC2)cc([N+](=O)[O-])c1
  A = -16.7%; B = -0.3%; C = 8.4%; D = 2.9%; E = -2.1%; F = 2.8%; G = -12.9%; H = -7.7%; I = 34.9%[activator]
Molecule: Cc1ccc(C(=O)NCCNC(=O)COc2ccc(Cl)cc2)cn1
  A = 7.1%; B = 37.0%[12.4 µM]; C = -11.5%; D = 6.6%; E = 2.6%; F = 18.9%[59 µM]; G = 0.3%; H = -14.7%; I = 24.3%
Molecule: CC(C)C[C@H](NC(=O)[C@@H]1Cc2ccccc2CN1)C(=O)Nc1ccc(C(C)C)cc1
  A = -6.8%; B = -20.8%; C = -14.7%; D = ?; E = -3.5%; F = 28.2µM*; G = -6.4%; H = -30.1%; I = -5.0%
Molecule: COc1cc(CN(C(=S)NCC(=O)NC2CC2)C2CCCC2)cc(OC)c1OC
  A = -4.4%; B = 8.6%; C = -3.1%; D = 26.1%; E = 16.7%; F = -12.5%; G = 3.2%; H = -7.7%; I = 154.3%[activator]
Molecule: O=C(COC(=O)C1CCCO1)Nc1cccc(C(F)(F)F)c1 (stereo not given)
  A = 0.3%; B = -1.3%; C = -4.6%; D = -3.8%; E = 28.5%; F = -34.8%[12.7 µM]; G = -0.6%; H = -20.9%; I = 5.6%
Molecule: CC(C)Oc1ccccc1/C=N/n1nnnc1N
  A = -20.0%; B = .; C = -1.6%; D = .; E = .; F = .; G = .; H = 0.7%; I = 28.3%
Molecule: CC(C)C1O/C(=N/C(=O)Nc2ccc(Cl)c(Cl)c2)NC1=O (stereo not given)
  A = 1.6%; B = 0.0%; C = -4.7%; D = -1.6%; E = 35.8%; F = 3.9%[59 µM]; G = -4.5%; H = -6.8%; I = 17.4%
Molecule: CC(C)(C)NC(=O)CN(C(=O)C1(C)CC(=O)N=C2C=CC=CN21)C1CCCC1 (stereo not given)
  A = -5.6%; B = -7.7%; C = -5.0%; D = -1.4%; E = 2.6%; F = 6.4%[59 µM]; G = -2.7%; H = -12.6%; I = -8.0%[58.9 µM]

Assay outcomes from PubChem BioAssay.
